TDP2 inh – TDP2 (human) inhibition, absorbance primary screen; inhibition, % at 12.8 µM; O95551; actives 0.34% (n = 370,000); recombinant TDP2, T5PNP hydrolysis, p-nitrophenol absorbance 415 nm;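 active = inhibition above the mean of all tested compounds plus 3 SD, set per campaign, cut at about 25% in these data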;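 also: 0% = DMSO with enzyme and 100% = buffer with substrate but no TDP2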
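Assay system: Recombinant human TDP2 | Quantity: 120 nM TDP2 per well | Incubation: 2 h at 37 °C | Signal: Epi absorbance | Evaluation: Percent inhibition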
PG9 binder – PG9 antibody binding by small molecule. actives 0.43% (n = 360,000). TR-FRET gp120-PG9 antibody binding. AID 624416. inhibition, % at 6.7 µM; in the data active = inhibition above about 8.5%
Tn7 DDE FP – inhibitors of Tn7 peptide binding to human fibrin DD(E); actives 0.13% (n = 370,000); P02675; FP displacement of FITC-Tn7 peptide from fibrin DD(E); 0% = median of compound wells per plate; inhibition, % at 8.3 µM;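 active = inhibition above the mean of compounds falling within the control limits plus 3 SD of them, cut at about 14% in these data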;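 also: 0% = plate median of compound wells and 100% = 10 µM Aha-Tn7 peptide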
Target sequence (P02675 whole entry, looked up): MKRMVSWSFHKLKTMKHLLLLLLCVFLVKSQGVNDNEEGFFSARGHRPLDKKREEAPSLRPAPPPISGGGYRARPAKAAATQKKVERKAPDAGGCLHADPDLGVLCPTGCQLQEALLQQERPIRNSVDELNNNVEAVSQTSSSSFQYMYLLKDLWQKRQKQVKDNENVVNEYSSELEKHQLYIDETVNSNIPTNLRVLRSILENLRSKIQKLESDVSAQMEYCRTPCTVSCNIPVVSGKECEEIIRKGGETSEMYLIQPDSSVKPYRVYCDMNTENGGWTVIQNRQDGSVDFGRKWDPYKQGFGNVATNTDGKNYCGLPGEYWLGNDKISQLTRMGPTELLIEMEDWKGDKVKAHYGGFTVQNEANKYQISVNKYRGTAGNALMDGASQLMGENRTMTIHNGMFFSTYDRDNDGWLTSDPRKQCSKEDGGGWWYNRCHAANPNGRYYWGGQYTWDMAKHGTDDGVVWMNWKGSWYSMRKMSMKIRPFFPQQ
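Also added: labelled Tn7 tracer, 0.1 µM; Assay system: human fibrin DD(E) protein; Amount: 2 µM fibrin DD(E); Schedule: 10 min compound pre-incubation, 3 h probe incubation at room temperature; Repeats: one replicate per compound; Read-out basis: percent inhibition; Measured by: fluorescence polarization of the labelled Tn7 tracer.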
HTRA1 inhibitor – HTRA1 (human) protease inhibition; Q92743; recombinant HTRA1, FP-rhodamine activity-based probe, fluorescence polarization; inhibition, % at 5.96 µM; actives 0.5% (n = 340,000); AID 504803; in the data active = inhibition above about 36%;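 also: 0% = enzyme with DMSO and 100% = wells lacking enzyme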
TCR-CD3 inh – inhibitors of human TCR-CD3 interaction. TAMRA-labeled TCR probe fluorescence, biochemical. inhibition, % at 9.4 µM. actives 0.37% (n = 360,000). AID 651800; in the data active = inhibition above about 19%;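 also: recombinant mutant TCR 2C K166C tagged with TAMRA read by polarization; 0% = receptor in buffer alone and 100% = receptor with positive control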
LEDGF integ inh – blocks HIV-1 LEDGF/p75-dependent DNA integration. actives 0.64% (n = 370,000). inhibition, % at 3.7 µM. AID 743269. TR-FRET IN-LEDGF/p75 DNA integration, Eu/Cy5;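 active = inhibition above the screen-wide mean plus 3 SD, cut at about 13% in these data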;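 also: signal is the Cy5 over europium emission ratio at 671 and 618 nm; 0% = plate median of compound wells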
PRMT1 inh – PRMT1 (human) inhibition, primary screen; Q99873; recombinant PRMT1, activity-based probe fluorescence polarization; inhibition, % at 2.79 µM; actives 1.3% (n = 370,000);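 active = inhibition above about 21% made by adding two undisclosed values, limit read from the data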
UHRF1 binding – UHRF1 methyl-DNA binding inhibition | actives 0.75% (n = 370,000) | UHRF1 binding to methylated oligo, TR-FRET | Q96T88 | inhibition, % at 4.4 µM; in the data active = inhibition above about 21%;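 also: UHRF1 SRA domain binding a hemimethylated CpG hairpin DNA probe; 0% = median of test compound wells and 100% = reference inhibitor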
mABHD4 FP – inhibits mouse alpha/beta hydrolase domain 4 | AID 720543 | inhibition, % at 8.92 µM | actives 0.54% (n = 370,000) | Q8VD66 | purified mABHD4, FP-Rh probe fluorescence polarization;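 active = inhibition exceeding the mean over every tested compound plus 3 SD, cut at about 30% in these data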;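 also: 0% = plate median of compound wells and 100% = S159A mutant with DMSO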
Target sequence (Q8VD66 whole entry, looked up, the tested form may be a part): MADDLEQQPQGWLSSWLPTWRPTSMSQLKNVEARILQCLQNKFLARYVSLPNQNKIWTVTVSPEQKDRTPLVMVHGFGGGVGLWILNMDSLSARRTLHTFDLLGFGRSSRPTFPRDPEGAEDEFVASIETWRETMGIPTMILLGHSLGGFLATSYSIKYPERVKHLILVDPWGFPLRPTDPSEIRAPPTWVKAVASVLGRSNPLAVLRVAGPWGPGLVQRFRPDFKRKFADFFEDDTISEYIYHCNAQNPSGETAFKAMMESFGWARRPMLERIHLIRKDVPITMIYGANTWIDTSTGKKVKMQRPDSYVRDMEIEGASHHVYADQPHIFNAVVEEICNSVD
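Material: mouse ABHD4 enzyme, wild type; Benchmarks: S159A mutant high control, sample median low control; Buffer or medium: HEPES pH 7.0, NaCl, Pluronic buffer; Signal: fluorescence polarization; Read-out: percent inhibition of probe binding, normalized to plate controls; Timing: pre-incubation 45 min, probe exposure 60 min, at 25 °C; Dosing: 8.92 µM, single dose.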
SIAE primary – blocks human sialic acid acetylesterase | inhibition, % at 9.66 µM | Q9HAT2 | SIAE FP-Rh probe binding, fluorescence polarization | actives 0.69% (n = 370,000);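 active = inhibition above a cutoff: mean of compounds within the control limits plus 3 SD of those, cut at about 17% in these data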;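 also: 0% = plate median of compound wells and 100% = probe without SIAE protein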
Numbers without * were called inactive; x = no result given.

SMILES	TDP2 inh	PG9 binder	Tn7 DDE FP	HTRA1 inhibitor	TCR-CD3 inh	LEDGF integ inh	PRMT1 inh	UHRF1 binding	mABHD4 FP	SIAE primary
Cc1c(N=NC2=C(O)CC(C)(C)CC2=O)c(=O)n(-c2ccccc2)n1C	6	-3.5	2	0	1	2	0	-1	2	12
CCCC(=O)NC(C)C(c1cccs1)N1CCN(C)CC1 (centres undefined)	0	-2.1	8	0	6	-2	-4	-2	-2	-1
O=C(CC(=O)c1ccccc1)Nc1ccccc1	1	-0.1	2	-8	7	0	0	0	-16	0
CN(C)c1cc(NC(=O)CNC(C)(C)C)c2ccccc2n1	20	1.1	-3	7	11	2	2	4	16	3
CCCCCCCCN1C(=O)[C@@H](CC(=O)NCCCOC)C[C@@]2(C(=O)OC)C1=C[C@H](C(C)C)O[C@@H]2C1CC1	-3	x	-6	x	x	11	-4	-2	0	7
Cc1ccc(C)c(OCCC(=O)Nc2ccccc2C(=O)NC2CC2)c1	-5	-1.7	5	-1	0	7	-2	-1	0	-4
CC(C)(C)OC(=O)N1CCC[C@@H]1C(=O)NCc1ccccc1	1	-0.8	7	x	2	5	-2	0	-1	13
Cc1cc(C)c(C#N)c(N2CCN(Cc3ccccc3)CC2)n1	0	0.7	-1	-4	-5	-1	0	-4	5	-5
CCN1CCN(CCCNC(=O)c2ccc3c(c2)NC(=O)c2ccccc2S3)CC1	-4	-0.8	6	-3	1	-5	5	4	-9	-4
CON1C(=O)C(=O)N(OC)C(C)(C)C1(C)C	-2	-2.0	-1	2	4	2	-1	0	-5	7
O=C(COC(=O)CCc1nc2ccccc2c(=O)[nH]1)Nc1ccccc1	2	-1.6	-1	-4	3	1	-2	8	3	-3
O=C(CCCCC(=O)OCC1CCCO1)OCC1CCCO1 (centres undefined)	-2	0.0	-7	0	-8	-4	1	1	2	-1
CCn1ccnc1CNC(=O)CC1C(=O)NCCN1CCCc1ccccc1 (centres undefined)	-3	0.0	-3	1	4	2	-2	-2	3	0
COc1ccccc1C(=O)NNC(=O)c1ccccc1	-10	-1.4	-4	5	5	3	3	0	-6	-5
COC(=O)C1(CCSC)NC(c2ccc(O)c(OC)c2)C2C(=O)N(c3ccc(C)cc3)C(=O)C21 (centres undefined)	-11	-2.9	4	-3	2	-2	-2	0	6	2
Cc1ccc(N2CCN(C(=O)CN3C(=O)c4ccccc4C3=O)CC2)cc1	-1	0.1	10	1	1	0	-3	-1	0	0
COc1cccc(CNS(=O)(=O)c2ccccc2Br)c1OC	-4	-0.8	-5	5	0	2	-2	3	3	2
O=S(=O)(NC1CC1)c1ccc(S(=O)(=O)N2CCC3(CC2)OCCO3)cc1	-10	0.5	2	-2	-2	0	2	16	1	-1
O=C(CN1CCN(c2ccc(F)cc2)CC1)NCC1CCCO1 (centres undefined)	-9	0.9	-2	-3	-2	1	2	0	4	2
O=C(COC(=O)c1ccc(CSc2ccc(Cl)cc2)cc1)Nc1ccccc1	2	-1.8	-4	-3	1	0	-2	-3	1	20*
O=C(Nc1cc(Cl)ccc1N1CCOCC1)c1ccc2c(c1)OCCO2	9	1.2	-6	-16	-2	-1	2	-2	1	-4
CN1CCc2ccccc2CC1=O	-4	-0.6	-1	5	0	-3	1	4	2	2
CN(C)CCCNc1nc2cc(-c3cnn(C)c3)sc2c(=O)n1C	13	-1.4	6	x	-3	-1	-6	7	-6	-9
C/C(CC(=O)Nc1ccc(F)cc1)=N\NC(=O)Cc1csc(N)n1	3	-2.2	8	4	-5	1	5	-7	6	1
Cc1ccc(C(=O)OC(C)C(=O)NC2CCCCC2C)cc1S(=O)(=O)N1CCCCC1 (centres undefined)	-1	-0.5	2	-4	-1	2	-2	2	1	1
Cc1cc(C)cc(NC(=O)Cn2nnc(C(=O)NCc3ccccc3Cl)c2N)c1	-17	-1.5	-3	0	2	1	-1	1	-6	-10
COc1ccc(-n2c(=S)[nH]c3cc(C(=O)Nc4ccccc4OC)ccc3c2=O)c(OC)c1	5	-1.2	0	-3	-1	4	-1	-1	-18	-12
COc1ccccc1-c1nnn(C/C(N)=N/O)n1	6	-3.7	2	4	3	-1	-2	-2	3	6
CC1CN(c2nc(Nc3ccccc3F)nc(N)c2[N+](=O)[O-])CC(C)O1 (centres undefined)	11	-1.5	-3	-6	0	-1	-3	1	2	-1
O=C(Nc1cccc(Cl)c1)c1ccc(NCCCN2CCOCC2)c([N+](=O)[O-])c1	6	-1.2	3	-17	1	-2	1	-2	9	-6
CSc1ccccc1OCc1cc(C(=O)N(C)Cc2cnccn2)no1	18	-0.7	0	-2	1	0	0	2	0	11
CN1CCC2(CC1)N=C(c1ccc(F)cc1)C(=S)N2C(=O)c1ccc(C(C)(C)C)cc1	12	-2.1	4	-14	6	-1	-1	-2	2	1
Cc1nonc1CN(C)C(=O)CC1C(=O)NCCN1Cc1c(F)cccc1Cl (centres undefined)	-10	-0.6	-9	-4	-2	1	0	3	-4	-4
Cc1nc2ccccc2n1CC(O)COc1ccc(Br)cc1 (centres undefined)	6	-1.3	-11	5	4	0	-6	2	-4	0
COc1ccccc1NS(=O)(=O)c1ccc(C(=O)NCC(c2ccccc2OC)N2CCCC2)cc1 (centres undefined)	-8	4.3	0	-7	12	-3	-2	0	2	-1
COC(=O)c1ccc(C(=O)OC)c(NC(=O)CSc2nc(-c3ccco3)cc(C(F)(F)F)n2)c1	-10	1.0	-4	2	-2	-4	0	0	-1	5
COc1ccccc1-c1cc(C(F)(F)F)nc(S(=O)(=O)CCCC(=O)NC(C)C)n1	9	-1.2	-3	-2	5	5	-2	20	4	-2
O=C(Nc1cccnc1)C1(F)C(F)(F)C(F)(F)C(F)(F)C(F)(F)C1(F)F	1	-1.6	4	-4	4	0	4	-4	0	3
CC(=O)NC(CCS(C)(=O)=O)C(=O)Nc1nc(C)cs1 (centres undefined)	-8	-1.1	0	-6	4	-3	0	1	3	1
CCc1c(C)nc2nc(SCc3ccccc3)[nH]n2c1=O	-2	-1.3	-8	4	1	2	0	0	-7	-5
Cc1ccccc1-c1nnn(CC(=O)N(C)CC(=O)Nc2ccccc2C(F)(F)F)n1	-7	1.6	-2	1	-5	0	3	2	-2	-11
COC(=O)c1[nH]c(C)c(/C(O)=C2\C(=O)C(=O)N(CCN(C)C)C2c2ccc(C)o2)c1C (centres undefined)	2	-0.2	2	-1	-1	1	1	-3	2	1
O=C(NCCN1CCOCC1)/C(=C\c1ccc(F)cc1)NC(=O)c1ccccc1	-22	0.0	4	0	-6	-1	-2	-1	-9	-7
CCOC(=O)C1(C)CCCN(C(=O)C(c2ccccc2)c2ccccc2)C1 (centres undefined)	6	0.7	3	x	-1	1	0	0	-2	2
O=S(=O)(Nc1ccc(-n2cnnn2)cc1)c1cccs1	-12	-1.0	-3	5	0	-1	-2	-1	1	1
N#Cc1ccccc1S(=O)(=O)N1CCN(C(=O)CN2C(=O)NC3(CCCC3)C2=O)CC1	2	1.7	6	-4	-2	-1	0	0	-4	-6
O=C(NCc1ccncc1)[C@@H]1CCCN1C(=O)[C@@H]1CCCN1C(=O)c1cccs1	9	0.0	-12	x	1	-2	-1	1	8	0
COc1ccc(CCNC(=O)c2cc(S(=O)(=O)N3CCc4ccccc43)ccc2F)cc1OC	-5	-2.6	-1	-7	8	2	-4	2	-8	-6
COc1ccccc1CNC(=O)CSc1nc(C)cs1	-4	-0.7	2	-3	-4	-5	1	1	0	-4
N#CC1=C(N)Oc2cc(O)c(Cl)cc2C1c1ccccc1F (centres undefined)	-2	0.3	6	-7	0	-4	5	-4	3	-1
CCO/N=C/C1=C(O)C(C(=O)OC)C(C)(C)CC1=O (centres undefined)	-2	1.8	1	-3	8	2	-1	-3	-3	6
COc1cc(CNc2ncn[nH]2)ccc1OCC(=O)NC(C)(C)C	14	-0.7	0	4	3	-6	5	2	-1	-7
COc1cc2c(cc1OC)CN(C(=O)CNC(=O)c1ccc(OC(F)F)cc1)CC2	4	-1.1	-2	-1	5	1	0	-3	4	5
COCCN1C(=O)c2ccccc2C1c1nc2ccccc2[nH]1 (centres undefined)	3	-1.1	10	x	-4	-5	3	-2	6	1
Cn1c(=O)[nH]c(=O)c2c1nc(CN1CCOCC1)n2Cc1ccc(F)cc1	3	-0.5	5	2	-7	-3	0	1	-5	-4
COc1ccccc1OCCNC(=O)Nc1cc(F)c(F)cc1Cl	9	-0.7	-3	-12	-11	-2	2	11	-5	-6
COc1ccc(-c2ccc(C(=O)Nc3cccc(NS(C)(=O)=O)c3)c3occc23)c(C)c1	3	-0.4	5	x	-4	16*	2	0	-65	-84
COc1cccc(C(=O)NNC(=O)/C=C/c2ccccc2)c1	-7	-1.4	-5	4	0	3	1	-2	-2	-2
OCCn1c(-c2ccccc2)csc1=Nc1ccccc1	-1	-0.8	5	0	6	3	64*	4	-1	8
COc1ccccc1/C=N/NC(=O)c1ccc(Cn2nc([N+](=O)[O-])cc2C)cc1	0	-0.9	6	-14	-3	-5	3	3	1	-8

The results go on:
SMILES	TDP2 inh	PG9 binder	Tn7 DDE FP	HTRA1 inhibitor	TCR-CD3 inh	LEDGF integ inh	PRMT1 inh	UHRF1 binding	mABHD4 FP	SIAE primary
CCC(C)OC(=O)C1=C(C)OC23OC(N)=C(C#N)C12C(=O)c1ccccc13 (centres undefined)	-9	0.9	-6	-1	1	2	2	-1	-4	6
CCC1CCCCN1C(=O)COc1ccccc1NC(C)=O (centres undefined)	1	-2.7	3	6	1	-2	4	2	5	-2
O=C(Nc1cccc(Cl)c1)c1cccc(Oc2ccc([N+](=O)[O-])cc2Cl)c1	1	-2.0	-1	-69	3	3	4	2	-68	-93
Cc1oc(-c2ccccc2F)nc1CN1CCC(C(=O)NCc2cccnc2)CC1	-5	1.7	-3	-2	2	-2	2	4	-6	3
Cc1ccc(-n2c(-c3cnccn3)n[nH]c2=S)cc1	-20	-1.7	1	-6	-6	1	-3	2	-5	-9
CC(=O)CC(C)(C)Nc1nc2ccc([N+](=O)[O-])cc2o1	-5	-0.8	3	1	-10	4	-3	3	-6	6

Shown field by field: part of the list above
> COc1ccc(-n2c(=S)[nH]c3cc(C(=O)Nc4ccccc4OC)ccc3c2=O)c(OC)c1
  TDP2 inh: 5 | PG9 binder: -1.2 | Tn7 DDE FP: 0 | HTRA1 inhibitor: -3 | TCR-CD3 inh: -1 | LEDGF integ inh: 4 | PRMT1 inh: -1 | UHRF1 binding: -1 | mABHD4 FP: -18 | SIAE primary: -12

> COc1ccccc1-c1nnn(C/C(N)=N/O)n1
  TDP2 inh: 6 | PG9 binder: -3.7 | Tn7 DDE FP: 2 | HTRA1 inhibitor: 4 | TCR-CD3 inh: 3 | LEDGF integ inh: -1 | PRMT1 inh: -2 | UHRF1 binding: -2 | mABHD4 FP: 3 | SIAE primary: 6

> CC1CN(c2nc(Nc3ccccc3F)nc(N)c2[N+](=O)[O-])CC(C)O1 (centres undefined)
  TDP2 inh: 11 | PG9 binder: -1.5 | Tn7 DDE FP: -3 | HTRA1 inhibitor: -6 | TCR-CD3 inh: 0 | LEDGF integ inh: -1 | PRMT1 inh: -3 | UHRF1 binding: 1 | mABHD4 FP: 2 | SIAE primary: -1

Compound activity (PubChem)

The order is random (roughly 4.2% active in at least one column).
